PostGolgi ctrl = inhibits growth of the yeast control strain | efflux-deficient yeast background strain, growth absorbance A615, 16 h | inhibition, % at 10 µM | 98,000 tested, 5% active | AID 738
S1P2 antag = antagonists of human S1P2 receptor | cell-based S1P2 antagonist assay, inhibition at 5 uM | inhibition, % at 5 µM | 97,000 tested, 0.21% active | AID 736; in the data active means inhibition above about 45%;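 further: CRE beta-lactamase reporter cells expressing human S1P2 stimulated with S1P; 0% = agonist at EC80 alone and 100% = agonist plus reference antagonist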
HIV Rev-RRE inh = HIV Rev-RRE protein-RNA interaction inhibition; AID 704; 97,000 tested, 0.79% active; inhibition, % at 8 µM; Rev peptide-RRE RNA binding, FRET;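 active means inhibition above the screen-wide mean plus 3 SD, cut at about 35% in these data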;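 further: 0% = median DMSO wells and 100% = median Neomycin B control wells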
Target sequence (P05866 whole entry, looked up): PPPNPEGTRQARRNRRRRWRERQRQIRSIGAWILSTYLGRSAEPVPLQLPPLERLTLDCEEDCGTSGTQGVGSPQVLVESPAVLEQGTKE
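Assay system: Labelled RRE RNA duplex and labelled Rev peptide | Times: 5 min preincubation and 15 min binding, 25 °C | Detection: FRET, ex 480 nm, em 540 and 671 nm | Evaluation: % inhibition of FRET ratio versus controls | Benchmarks: DMSO wells as 0% and neomycin B wells as 100% inhibition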
S1P2 ag = agonists of human S1P2 receptor; 97,000 tested, 0.46% active; activation, % at 4.5 µM; S1P2-expressing cell line, agonist reporter read-out; AID 729; in the data active means activation above about 16%;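 further: 0% = vehicle low control and 100% = maximal reference agonist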
PostGolgi yeast = growth inhibition of a yeast mutant, post-Golgi transport screen; 98,000 tested, 0.9% active; post-Golgi transport phenotypic cell assay; AID 739; inhibition, % at 10 µM;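 further: yeast cells grown in 1536-well plates; yeast grown about 18 h at 30C before absorbance read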
EphB4 ephrin blk = antagonists of human EphB4-ephrin-B2 interaction | P54760 | EphB4 LBD / TNYL-RAW-Alexa532 peptide, fluorescence polarization | inhibition, % at 7 µM | 97,000 tested, 0.15% active | AID 720;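 active means inhibition above the screen-wide mean inhibition plus 3 SD, cut at about 15% in these data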;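 further: 0% = DMSO wells and 100% = excess unlabeled TNYL-RAW peptide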
LYP act = activators of human LYP (PTPN22) phosphatase | recombinant LYP, DiFMUP fluorescence; 0 = plate median, 100 = signal doubled | Q9Y2R2 | AID 697 | activation, % at 2 µM | 96,000 tested, 0.11% active;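 active means activation at 2 µM above a set limit, the mean plus 5 SD, cut at about 37% in these data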
Target sequence (Q9Y2R2 whole entry, looked up): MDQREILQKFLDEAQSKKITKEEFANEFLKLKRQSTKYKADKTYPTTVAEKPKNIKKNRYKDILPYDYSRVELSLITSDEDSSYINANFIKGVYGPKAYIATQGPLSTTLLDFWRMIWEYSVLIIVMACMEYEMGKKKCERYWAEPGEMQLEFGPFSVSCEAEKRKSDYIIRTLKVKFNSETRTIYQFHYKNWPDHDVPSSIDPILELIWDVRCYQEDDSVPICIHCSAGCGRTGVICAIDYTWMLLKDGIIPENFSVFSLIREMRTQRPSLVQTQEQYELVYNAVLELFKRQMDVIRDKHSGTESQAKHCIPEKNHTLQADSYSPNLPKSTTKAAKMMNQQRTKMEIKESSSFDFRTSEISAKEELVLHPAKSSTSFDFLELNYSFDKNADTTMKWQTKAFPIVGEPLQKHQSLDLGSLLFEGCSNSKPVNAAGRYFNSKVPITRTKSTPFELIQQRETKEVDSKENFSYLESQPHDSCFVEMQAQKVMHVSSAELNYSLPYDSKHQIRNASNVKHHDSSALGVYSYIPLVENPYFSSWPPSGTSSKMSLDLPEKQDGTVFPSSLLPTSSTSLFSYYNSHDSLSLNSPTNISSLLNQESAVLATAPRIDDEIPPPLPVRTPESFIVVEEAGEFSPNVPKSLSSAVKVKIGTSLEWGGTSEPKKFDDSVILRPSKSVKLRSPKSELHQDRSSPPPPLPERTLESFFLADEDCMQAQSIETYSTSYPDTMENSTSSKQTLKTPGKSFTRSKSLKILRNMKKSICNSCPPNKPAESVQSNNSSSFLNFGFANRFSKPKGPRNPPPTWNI
FAK blocker = blocks human focal adhesion kinase activity; Q05397; biochemical FAK kinase activity assay; inhibition, %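 (tested at 7 µM)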; 97,000 tested, 0.84% active; in the data active means inhibition above about 19%;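 further: 0% = DMSO and 100% = reference compound high control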
PTPN22 inh 2 = inhibitors of human LYP (PTPN22) phosphatase; 96,000 tested, 0.21% active; recombinant LYP catalytic domain, DiFMUP fluorescence; Q9Y2R2; inhibition, % at 2 µM; AID 640;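 active means inhibition at 2 µM at or above a set limit, the screen mean plus 3 SD, cut at about 24% in these data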;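 further: 0% = DMSO with enzyme and 100% = enzyme fully blocked by orthovanadate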
* hit, by the source's call; nt = no result given; [ ] = dose if it differs, or a comment. Unless noted, no stated cut-off is given here; in the data, active means inhibition above about 30%; inactive means the rest. Not a hit list; about 7% have a hit in one of these screens.

A first look:
item	SMILES	PostGolgi yeast	LYP act	FAK blocker	S1P2 ag	HIV Rev-RRE inh	PostGolgi ctrl	S1P2 antag	EphB4 ephrin blk	PTPN22 inh 2
1	COC(=O)CCC(=O)NNC(=O)CCCOc1ccc(Cl)cc1Cl	2	10	-7	-7	-4	7	8	-3	-8
2	CCN(CC)CC(=O)c1c[nH]c2ccc(OC)cc12	9	2	1	0	10	16	1	-8	-5
3	O=C(CSc1ccc(Cl)cc1)Nc1cccc(-c2nc3ncccc3o2)c1	16	-6	15	-6	7	4	-18	-7	8
4	Nc1ccc(C(=O)OCCCc2nc3ccccc3[nH]2)cc1	nt	-2	-5	1	6	nt	-29	-2	5

Main list (from the top)
item	SMILES	PostGolgi yeast	LYP act	FAK blocker	S1P2 ag	HIV Rev-RRE inh	PostGolgi ctrl	S1P2 antag	EphB4 ephrin blk	PTPN22 inh 2
1	COC(=O)CCC(=O)NNC(=O)CCCOc1ccc(Cl)cc1Cl	2	10	-7	-7	-4	7	8	-3	-8
2	CCN(CC)CC(=O)c1c[nH]c2ccc(OC)cc12	9	2	1	0	10	16	1	-8	-5
3	O=C(CSc1ccc(Cl)cc1)Nc1cccc(-c2nc3ncccc3o2)c1	16	-6	15	-6	7	4	-18	-7	8
4	Nc1ccc(C(=O)OCCCc2nc3ccccc3[nH]2)cc1	nt	-2	-5	1	6	nt	-29	-2	5
5	CO/N=C/c1ccc(Sc2ccccc2N)c([N+](=O)[O-])c1	10	4	-1	17*	12	32*	-27	-3	-7
6	COc1ccc(-c2csc3nc(-c4ccccc4F)oc(=O)c23)cc1OC	6	-11	2	-4	1	11	-14	-10	13
7	Cc1cccc(NC(=O)CSc2ncnc3nc[nH]c23)c1	-8	14	1	-10	3	12	-5	-7	-11
8	Cc1oc(-c2ccccc2)[n+]([O-])c1C	2	-1	-3	-3	5	4	-2	-2	0
9	Nc1nc(-c2cccs2)c(NC(=O)c2ccccc2)s1	-2	-10	1	-9	6	-5	11	5	9
10	N/C(=N\OC(=O)CCC1CCCCC1)c1ccccn1	14	12	-5	-3	-3	15	-16	-6	-7
11	O=C(NCCC(=O)N1CCNC1=O)OCc1ccccc1	9	4	-4	-4	5	-2	-1	-9	-6
12	Cc1ccc(S(=O)(=O)c2cc(C#N)c(=O)[nH]c2N)cc1	2	-11	-8	-3	17	2	-3	1	14
13	CCOC(=O)c1c(NC(=O)CSc2nnc(Cc3csc(N)n3)n2C)sc(C)c1C	22	-6	-2	2	1	4	-21	-2	1
14	CN(C)C(=O)c1ccccc1Sc1ccc(Cl)cc1Cl	-2	5	1	-5	3	12	-12	-3	-5
15	COC(=O)c1[nH]c2ccccc2c1NC(=O)Oc1ccccc1	-8	4	1	-1	4	0	17	1	-6
16	CCc1ccc2[nH]c(=O)c(C(c3nnnn3CCOC)N3CCN(c4ccc(F)cc4)CC3)cc2c1 (stereo not drawn)	-1	-3	-1	-5	5	5	5	0	3
17	Cc1cccc(Cn2c(C(C)O)nc3ccccc32)c1 (stereo not drawn)	-1	-3	1	-7	8	7	14	-1	5
18	CCOc1ccc(-c2nc(C#N)c(N3CCN(C)CC3)o2)cc1	3	-15	-2	-1	3	10	-10	0	14
19	CC1(C)CC(=O)C2=C(C1)N(c1ccccc1)C(N)=C(C#N)C2c1ccsc1 (stereo not drawn)	-4	13	1	-4	-7	4	-22	3	-12
20	O=C(Nc1nc2cc(Cl)ccc2s1)C1CCCN(S(=O)(=O)c2cccc3cccnc23)C1 (stereo not drawn)	2	-4	2	-9	2	36*	-2	5	2
21	Cc1cc(O)cc(=O)n1Cc1ccco1	1	6	1	-5	4	10	14	0	-6
22	CCC(=O)N(Cc1cc2ccccc2[nH]c1=O)C(C)C	11	-3	0	-7	11	1	8	-1	3
23	COc1ccc(Cl)cc1NC(=O)C(=O)NC1CCCCCC1	-2	4	1	-2	-4	1	-12	-1	-2
24	Cc1cc(NC(=O)CSCc2nc(-c3cccc(F)c3)oc2C)no1	-17	0	3	-2	-2	6	-9	-1	0
25	Cn1c(=O)c2c(nc(CN3CCCCC3)n2CCc2ccccc2)n(C)c1=O	nt	3	0	-5	6	nt	-8	8	1
26	CC(=O)c1ccc(-n2nnnc2SCC(=O)NNC(=O)c2ccco2)cc1	6	2	-2	-5	0	43*	9	0	0
27	CC1CCCCC1NC(=O)C1CCCN1S(=O)(=O)c1cccc2nsnc12 (stereo not drawn)	-5	-3	0	-2	0	21	-1	-4	2
28	COc1ccc(CCNC(=O)C2CCN(Cc3nc(-c4ccccc4C)oc3C)CC2)cc1OC	4	4	4	-4	11	-7	23	10	-5
29	Cc1nc(-c2cccc(NC(=O)c3cc4cc(Br)ccc4oc3=O)c2)cs1	-6	-7	8	-5	6	0	15	3	10
30	Cc1cnc(C(=O)Nc2ccc(N3CCN(C(=O)OC(C)(C)C)CC3)cc2)cn1	6	-11	-2	-5	2	14	8	5	10
31	Cc1ccc(NC(=O)C(NS(=O)(=O)c2cccc3nsnc23)C(C)C)nc1 (stereo not drawn)	-1	1	-4	-5	-2	8	-10	-5	-4
32	COC(=O)Cn1cc(/C=N/NC(=O)c2ccc(C#N)cc2F)c2ccccc21	2	8	7	-4	6	40*	4	-2	-4
33	Cc1c(NC(=O)C2CCCN2S(=O)(=O)c2ccc(Cl)cc2)c(=O)n(-c2ccccc2)n1C (stereo not drawn)	0	1	2	11	2	10	12	1	-4
34	COc1ccc(N2C(=S)N(C(=O)c3ccccc3)C(=Nc3ccccc3)C2=Nc2ccccc2)cc1	nt	-4	-4	-6	10	nt	2	6	3
35	C=CCN1C(=O)C(O)(CC(=O)c2ccc(Cl)cc2)c2ccccc21 (stereo not drawn)	0	-1	2	-1	4	-2	-9	-6	2
36	COc1ccc(S(=O)(=O)NC(CC(=O)NCc2ccccc2OC)c2ccco2)cc1 (stereo not drawn)	-4	4	-3	-9	4	3	18	10	-5
37	Cc1ccc(C2CC(c3ccc(Cl)cc3)=NNC2=O)cc1 (stereo not drawn)	11	2	0	-3	18	18	7	11	-2
38	COC(=O)c1ccc(OCC(=O)NC(C)(C)C)cc1	4	-3	0	-3	7	1	-2	2	4
39	CCC(=O)Nc1cc(-c2nn(CC(=O)N3CCCCC3)c(=O)c3ccccc23)ccc1N1CCOCC1	10	-4	0	-2	7	12	4	-7	6
40	N#C/C(=N\Nc1ccccc1)C(=N)N1CCCCC1	-5	3	0	-2	1	-9	9	2	-1
41	CC1=C(C(=O)N2CCCCCC2)C2(CCC(C)CC2)OC1=O (stereo not drawn)	2	-1	-1	-1	5	5	18	-1	-2
42	CN(C)c1ccc(C=C2C(=O)OC(C)(C(C)(C)C)OC2=O)cc1 (stereo not drawn)	4	6	-5	0	63*	4	4	-4	-8
43	CC(C)(C)c1ccccc1OCCN1CCCC1	3	-12	6	-2	2	5	4	-1	10
44	CC(C)(C#N)Nc1ccccc1	4	6	-3	-7	8	5	6	6	-7
45	Cc1ccc(S(=O)(=O)Nc2ccccc2CNc2c(C)n(C)n(-c3ccccc3)c2=O)cc1	-8	-12	-2	-4	-8	7	11	-2	10
46	CCn1ccnc1C(O)c1ccc(N(C)C)cc1 (stereo not drawn)	8	7	-6	-3	-5	25	-20	-6	-8
47	COc1ccc(-c2nc(CS(=O)CC(=O)NC3CCCc4ccccc43)c(C)o2)cc1OC (stereo not drawn)	5	nt	3	-1	5	2	-27	-1	nt
48	CCCCCOc1ccccc1C(=O)NCC(=O)O	4	-2	-7	-4	-1	-3	14	-1	3
49	O=C(NCC(F)(F)F)Nc1ncccn1	-1	-4	5	-4	3	22	12	3	1
50	CC(C)c1nnc(NC(=O)CCC(=O)NC2CCCCCCC2)s1	2	-12	5	-5	8	3	1	3	15
51	CC(=O)C(Cc1cnc(Cl)s1)(Cc1cnc(Cl)s1)C(C)=O	-1	-5	-10	-4	1	17	19	6	9
52	CN(CC(=O)O/N=C(\N)c1ccccn1)S(=O)(=O)c1cc(Cl)ccc1Cl	-10	9	-1	-4	3	0	2	-9	-5
53	COc1ccc(OC)c(C2CC(=O)c3c([nH]c(C(=O)OCC4CCCO4)c3C)C2)c1 (stereo not drawn)	1	-6	0	-3	4	19	3	-2	3
54	O=C(c1oc(=O)c2ccccc2c1-c1ccccc1)N1CCN(C2CCCCC2)CC1	3	-8	-6	-3	4	26	21	2	8
55	O/N=C(/CN(O)/C=C1/C=CC=N1)c1cccs1	3	-5	1	-3	5	10	-9	3	5
56	CSc1nc(NC(C)(C)C)nc(Oc2ccc(=O)[nH]n2)n1	1	-2	-2	-2	8	2	-6	6	2
57	Cc1ccc(S(=O)(=O)N2CCCC(NC(=O)N3CCN(c4ccccc4)CC3)C2)cc1 (stereo not drawn)	-6	-2	-1	-7	3	2	7	3	-1
58	Cn1c(CN2CCCCC2)nc2cc(NC(=O)c3ccc(Cl)cc3)ccc21	-13	-10	-3	-10	3	1	-6	1	12
59	O=C(Cc1cccs1)N1CCN(c2nc(-c3ccc(Cl)cc3)cs2)CC1	1	-5	-7	-10	1	51*	-9	-1	2
60	Cc1cc(C)c2c(n1)sc1c(=O)n(Cc3ccccc3Cl)nnc12	4	-2	-2	-3	6	40*	11	4	4

(listing goes on)
item	SMILES	PostGolgi yeast	LYP act	FAK blocker	S1P2 ag	HIV Rev-RRE inh	PostGolgi ctrl	S1P2 antag	EphB4 ephrin blk	PTPN22 inh 2
61	Cc1ccc(/C=C/C2=NN(Cc3ccc(Cl)c(Cl)c3)C(=O)CC2)cc1	-1	5	-1	-4	11	44*	-9	9	-6
62	Cc1ccc2cc(CN(C(=O)c3ccco3)c3ccccc3C)c(=O)[nH]c2c1	0	-7	0	-4	9	7	13	-2	5
63	Cc1ccc(N2C(=O)CSC2c2cccs2)cc1 (stereo not drawn)	5	3	-4	0	1	4	-16	-8	-6
64	CC/C(=C\C(=O)c1cccnc1)Nc1ccc(C)c(C)c1	-3	13	2	-4	1	10	2	-5	-13
65	COc1ccc(-n2nnnc2SCC(=O)c2ccc(OC)c(OC)c2)cc1	-2	1	1	-8	4	4	4	-6	-1
66	Clc1ccc2[nH]c(-c3ccccc3)cc2c1	-6	2	0	-7	5	42*	0	-11	0
67	CCN(CC)P1(=O)OC(c2cc(OC)c(OC)c(OC)c2)=Nc2c1c(C)nn2-c1ccccc1 (stereo not drawn)	-3	-5	2	-2	3	12	1	3	3
68	COc1cc(NS(=O)(=O)c2ccc(NC(=O)COc3ccccc3C)cc2)nc(OC)n1	8	4	2	-9	1	8	6	6	-6
69	CCCSc1nc2sc3c(c2c(=O)[nH]1)CCN(Cc1ccccc1)C3	-3	-5	5	-4	92*[fluorescence artefact?]	0	-7	2	2
70	NC(=S)N/N=C/c1ccc(-c2cccc([N+](=O)[O-])c2)o1	7	6	-1	-3	5	17	10	8	-3
71	CC(=O)OC(C(=O)NC1CCCCC1)c1ccc(C)cc1 (stereo not drawn)	5	10	-1	-1	-1	15	2	-10	-9
72	CNC(=O)c1sc(-c2ccccc2)nc1C	26	4	2	-3	10	6	1	-1	-3
73	COc1ccc(-c2nc3ccccc3c(=O)n2N)cc1	11	8	-1	-3	4	7	-5	-3	-8
74	Cc1ccccc1C(=O)c1c[nH]c(C(N)=O)c1	8	4	5	-7	8	7	-11	0	-9
75	CCC(C)c1ccc(NC(=O)COC(=O)C2=COCCO2)cc1 (stereo not drawn)	-4	-5	-2	-5	10	4	-11	2	4
76	c1ccc(-c2ccc(-n3ccnc3)cc2)cc1	8	-6	7	-4	-2	20	-2	8	4
77	Cc1ccc(C)c(NC(=S)N2CCC(N(C)CC3CCCO3)CC2)c1 (stereo not drawn)	-1	-5	0	-4	-7	8	0	1	4
78	CC(=O)OC1=Cc2c(ccc3ccc(=O)oc23)OC1(C)C	6	5	1	-4	-8	-4	6	-1	-5
79	COc1ccc(NC(=O)c2cccs2)cc1OC	-10	-1	4	0	7	-1	-7	5	-2

High-throughput results: PubChem, several laboratories
